Screens (PubChem)
Rad51 HR inh – human RAD51 strand exchange inhibitors, primary screen, biochemical, fluorescence; DNA repair protein RAD51 homolog 1 (Homo sapiens), Q06609; hRad51 DNA strand exchange, fluorescence dequenching; inhibition, % at 10 µM; 200,000 compounds, 0.085% hits; AID 1385, 2008;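 active = inhibition above 40% at the single screening dose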;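 note: 0% = DMSO control wells and 100% = blanks with heterologous ssDNA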
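Assay system: Human Rad51 nucleoprotein filaments preassembled on unlabelled ssDNA | Reagent: Donor/quencher-labelled 47-bp dsDNA substrate | Doses: One concentration, 10 µM final | Times: 37 °C 15-min filament assembly, 30-min compound preincubation, 15-min exchange | Technique: Fluorescein emission 520 nm, excitation 485 nm | Benchmarks: Plate control and blank wells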
PERK inhibitor – block of dimerizer-induced PERK translation repression, primary screen, PERK inhibitor project, CHO PERK-DD cells, SEAP luminescence, HTS. Eukaryotic translation initiation factor 2-alpha kinase 3 (Homo sapiens), Q9NZJ5. CHO PERK-DD fusion, SEAP luminescence translation reporter. inhibition, % at 5.6 µM. 220,000 compounds, 0.17% hits. AID 1416, 2008;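 active = inhibition above the mean inhibition of all tested compounds plus 3 SD, set separately per screening campaign, cut at about 2.9% in these data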;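 note: PERK kinase domain activated by AP20187 dimerizer at 100 nM; 0% = DMSO with dimerizer and 100% = rapamycin at 8.4 µM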
EBV gp42 inh – Epstein-Barr virus gp42 inhibitors, primary screen, biochemical, uHTS, fluorescence polarization; Glycoprotein 42 (Epstein-Barr virus (strain AG876)), Q1HVG2; Fluorescence polarization binding assay, mP read-out; inhibition, % (tested at 21.74 µM); 220,000 compounds, 0.42% hits; AID 1085, 2008; in the data active = inhibition above about 50%
L929 necroptosis – inhibitors of zVAD-triggered necroptosis, primary screen, L929 cells; L929 zVAD necroptosis rescue, ATP luminescence, 24 h; with zVAD 60 µM; viability rescue, % at 10 µM; 220,000 compounds, 0.38% hits; AID 1377, 2008;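 active = activation, scaled between plate controls, above about 75%, limit read from the data; inactive = activation under that limit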;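 note: 0% = zVAD with DMSO and 100% = DMSO alone without zVAD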
MDM2 E3 inh – MDM2-luciferase reporter signal enhancers, primary screen, MDM2 E3 ligase inhibitor project, cell-based, luminescence, 1536-well; E3 ubiquitin-protein ligase Mdm2 (Homo sapiens), Q00987; cell-based MDM2 ubiquitination luciferase reporter, 2 h; 0 = plate control, 100 = twice control, blank-subtracted; signal enhancement, % at 5 µM; 210,000 compounds, 0.11% hits;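 active = signal enhancement of 30% or more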;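 note: luminescence tracks abundance of the self-degrading MDM2-luciferase fusion protein; higher signal means inhibition of MDM2 E3 ligase activity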
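Assay system: stable mammalian line carrying autodegrading MDM2–luciferase fusion reporter; Input: 2000 cells in each well; Compound dosing: single-point 5 µM; Schedule: 2 h compound exposure at 37 °C; Signal: SteadyLite luciferase luminescence after 15 min room-temperature reagent incubation; Evaluation: % luminescence enhancement versus blank-corrected plate control mean; Benchmarks: plate controls and plate blanks.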
eIF4E 4G PPI – eIF4E–eIF4G protein interaction inhibitors, primary screen, biochemical, uHTS, TR-FRET, eIF4GI fragment; Eukaryotic translation initiation factor 4E (Mus musculus) + Eukaryotic translation …; TR-FRET eIF4E-eIF4GI(517-606) binding, 2 h; inhibition, % at 21.7 µM; 220,000 compounds, 0.37% hits; AID 782, 2007;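 active = inhibition above about 30%, limit read from the data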;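 note: 0% = full FRET control wells and 100% = background wells lacking eIF4GI fragment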
Cl transport mod – KCC2 cotransporter modulators, thallium flux, primary screen, cell-based, HEK293 KCC2, FluoZin-2 fluorescence, MLSMR; B-score of Tl+ flux slope (higher = more flux/activation; lower = inhibition) at 10 µM; Solute carrier family 12 member 5 (Homo sapiens), Q9H2X9; KCC2 cells, thallium flux FluoZin-2 fluorescence; 190,000 compounds, 2.2% hits;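 active = thallium flux slope and its plate-corrected score both differing from the plate sample mean at a set confidence after two filtering rounds, in either direction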;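 note: slope of fluorescence scaled to starting intensity during 10 to 20 s after thallium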
Target sequence (Q9H2X9 whole entry, looked up): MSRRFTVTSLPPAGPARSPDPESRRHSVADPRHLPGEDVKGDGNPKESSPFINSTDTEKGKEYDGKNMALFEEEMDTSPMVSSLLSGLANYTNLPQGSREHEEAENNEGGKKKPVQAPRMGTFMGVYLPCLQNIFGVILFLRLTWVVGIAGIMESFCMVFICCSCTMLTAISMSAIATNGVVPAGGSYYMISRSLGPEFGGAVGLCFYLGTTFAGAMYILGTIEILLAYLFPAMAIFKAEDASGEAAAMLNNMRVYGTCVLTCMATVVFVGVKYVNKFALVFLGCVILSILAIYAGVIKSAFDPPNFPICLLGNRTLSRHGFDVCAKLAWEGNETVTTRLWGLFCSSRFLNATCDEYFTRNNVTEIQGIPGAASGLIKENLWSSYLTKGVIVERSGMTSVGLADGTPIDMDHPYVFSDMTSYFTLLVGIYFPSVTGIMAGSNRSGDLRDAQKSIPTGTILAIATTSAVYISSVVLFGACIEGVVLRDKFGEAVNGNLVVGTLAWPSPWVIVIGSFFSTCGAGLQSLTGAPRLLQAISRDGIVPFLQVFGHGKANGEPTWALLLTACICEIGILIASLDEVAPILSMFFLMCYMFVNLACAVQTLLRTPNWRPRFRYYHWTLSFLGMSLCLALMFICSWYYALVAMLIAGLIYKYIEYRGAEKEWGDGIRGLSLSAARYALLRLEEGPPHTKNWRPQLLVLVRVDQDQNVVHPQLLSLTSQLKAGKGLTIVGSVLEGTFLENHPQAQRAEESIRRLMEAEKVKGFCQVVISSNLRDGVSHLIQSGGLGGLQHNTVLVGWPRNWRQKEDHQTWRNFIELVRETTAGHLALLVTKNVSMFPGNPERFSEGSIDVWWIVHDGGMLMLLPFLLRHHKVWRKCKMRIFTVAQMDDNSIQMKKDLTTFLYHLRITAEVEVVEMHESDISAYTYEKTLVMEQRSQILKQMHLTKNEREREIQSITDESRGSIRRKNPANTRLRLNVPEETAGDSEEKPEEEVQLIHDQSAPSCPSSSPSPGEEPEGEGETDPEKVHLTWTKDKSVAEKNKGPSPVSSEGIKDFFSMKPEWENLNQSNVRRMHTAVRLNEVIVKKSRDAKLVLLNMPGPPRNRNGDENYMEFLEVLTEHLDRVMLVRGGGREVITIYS
m-calpain inh – inhibitors of pig calpain II, primary screen, biochemical, fluorogenic peptide substrate, 1536-well. inhibition, % at 16 µM. 220,000 compounds, 0.37% hits. purified calpain II, 30 min;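 active = inhibition above about 50%, limit read from the data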
TNF death inh – inhibitors of TNF-alpha triggered necroptosis, primary screen, cell-based, Jurkat FADD-/-, single concentration | Jurkat FADD-/- TNF necroptosis rescue, ATP luminescence, 24 h; 0 = TNF only, 100 = no-TNF cells | activation (protection from cell death), % at 10 µM | 220,000 compounds, 0.068% hits | AID 463075, 2010;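 active = activation, meaning protection from cell death, of at least 50% relative to plate controls; inactive = activation below 50%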;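 note: necroptosis triggered by 40 ng/mL TNF-alpha added together with compound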
Starred values were filed as active, the others as inactive; i = inactive; · = not tested or not shown; [ ] = remark or other dose. Rows are unselected, and some 3.6% of all compounds hit somewhere here.

SMILES	Rad51 HR inh	PERK inhibitor	EBV gp42 inh	L929 necroptosis	MDM2 E3 inh	eIF4E 4G PPI	Cl transport mod	m-calpain inh	TNF death inh
CC(N=Cc1nc(-c2ccccc2)oc1O)c1ccccc1 (centres undefined)	-4.8	-0.4	10.3	0.0	-13.0	-5.8[fluorescence artefact?]	-1.73	34.4	-2.2
O=C(c1cn(-c2ccccc2)nc1-c1ccc(Cl)cc1)N1CCOCC1	2.0	-1.0	-5.1	0.8	-0.9	1.7	0.0151	-3.0	1.3
CCCCCCc1cc2cc(C(=O)Nc3ccc(OC)cc3)c(=O)oc2cc1O	·	0.8	-17.2	6.2	-16.8	0.9	0.00572	-0.7	-2.2
Cc1ccc(C)c(N2CCN(CC3CC=CCC3)CC2)c1 (centres undefined)	2.6	-0.6	-2.2	-1.1	-26.4	0.9[fluorescence artefact?]	-0.939	14.2	0.2
CSC1=N/C(=C\c2ccc(C)s2)C(=O)S1	·	0.5	2.0	0.7	-5.3	0.5	-1.75	-4.0	-3.7
COc1ccc(C2=NOC(C)(c3nnc(-c4ccc(F)cc4)o3)C2)cc1 (centres undefined)	-2.1	·	-9.5	0.7	16.1	-4.6	-0.0733	-18.1	1.3
Cc1c(N=Cc2ccc(Br)s2)cccc1[N+](=O)[O-]	·	0.6	-4.6	0.3	2.5	5.9	1.64	-35.5	-1.7
C=CCOC(=O)C1=C(C)Nc2nnnn2C1c1ccc(OC)cc1OC (centres undefined)	-1.7	-0.6	2.8	-0.4	-10.4	3.1	1.69	-14.1	-3.6
CCN(CC)S(=O)(=O)c1ccc(Cl)c(C(=O)OCC(=O)c2c(N)n(C)c(=O)n(C)c2=O)c1	10.1	-2.5	-17.8	4.4	-6.8	2.1	-1.53	7.8	-10.0
COc1ccc(OC)c(S(=O)(=O)N2CCc3ccccc32)c1	2.3	0.8	-9.0	0.0	-6.0	-9.2	-0.572	11.0	-1.1
Cc1ccc2nc(-c3ccccc3)cc(C(=O)NCC3CCCO3)c2c1 (centres undefined)	4.2	-1.9	-1.2	-0.1	-5.5	-3.0	0.046	-71.5	-3.5
Cc1ccsc1/C=C(\C#N)C(=O)NCc1ccco1	-2.0	0.1	3.8	1.0	-19.1	-0.4	-0.213	29.9	1.5
COc1ccc(CNCCNC(=O)c2ccco2)c(OC)c1OC	1.2	-0.8	-11.1	0.1	-14.6	-2.3	0.546	-10.0	-2.3
C=CCNC(=O)CN(c1ccc(OC)cc1OC)S(C)(=O)=O	1.7	-0.5	-2.8	-0.5	-2.7	0.1[fluorescence artefact?]	·	-27.4	-0.1
Cc1ccc(S(=O)(=O)N2CCC(C(=O)N[C@H](C(=O)NC3CCS(=O)(=O)C3)C(C)C)CC2)cc1 (some centres undefined)	·	-0.1	0.0	0.8	-5.8	-14.8	0.662	19.6	-1.0
c1ccc(CSc2ncn(-c3ccccc3)n2)cc1	0.3	1.0	-18.0	0.5	-1.4	-8.8	-0.194	-2.1	0.5
Cc1sc2ncn(CC(=O)Nc3ccccc3F)c(=O)c2c1-c1ccccc1	16.5	-0.1	-2.2	0.2	-0.6	-1.4	-0.071	-4.4	4.0
Cc1ccc(Sc2ccc(NC(=O)c3ccc(S(C)(=O)=O)cc3Cl)cc2)cc1	-1.4	0.5	-16.7	0.3	-11.1	-79.5[fluorescence artefact?]	-0.468	-45.5	-0.8
NS(=O)(=O)c1cccc(NC(=O)COc2ccc([N+](=O)[O-])cc2)c1	-9.8	0.6	5.5	8.6	-0.3	3.4	0.0136	21.2	0.5
CN1C2CCC1/C(=C\c1ccc(F)cc1)C(=O)/C2=C/c1ccc(F)cc1	-10.3	0.9	2.5	·	6.5	5.0[fluorescence artefact?]	0.546	26.9	-5.1

Some of the entries so far, in markdown.
| SMILES | Rad51 HR inh | PERK inhibitor | EBV gp42 inh | L929 necroptosis | MDM2 E3 inh | eIF4E 4G PPI | Cl transport mod | m-calpain inh | TNF death inh |
| --- | --- | --- | --- | --- | --- | --- | --- | --- | --- |
| Cc1ccsc1/C=C(\C#N)C(=O)NCc1ccco1 | -2.0 | 0.1 | 3.8 | 1.0 | -19.1 | -0.4 | -0.213 | 29.9 | 1.5 |
| COc1ccc(CNCCNC(=O)c2ccco2)c(OC)c1OC | 1.2 | -0.8 | -11.1 | 0.1 | -14.6 | -2.3 | 0.546 | -10.0 | -2.3 |

Further compounds follow.
SMILES	Rad51 HR inh	PERK inhibitor	EBV gp42 inh	L929 necroptosis	MDM2 E3 inh	eIF4E 4G PPI	Cl transport mod	m-calpain inh	TNF death inh
Nc1ccc2nc(C3CCCCC3)[nH]c2c1	-2.3	1.1	-23.9	11.5	7.0	6.1	0.883	-29.9	3.5
CCC(=O)c1ccc(/C=C/c2nc3ccccc3n2C)o1	-4.6	0.8	19.0	0.2	-35.2	-5.0	-1.59	i	-1.6
Cc1ccc(-c2cc(N)n(Cc3ccc(Cl)cc3)n2)cc1	-1.3	-0.6	0.2	0.1	-5.3	7.0	-0.0736	-12.5	-15.1
COCc1cc(CN2CCCC(C(=O)c3cccc(C(F)(F)F)c3)C2)ccc1OC (centres undefined)	-15.6	1.5	-6.3	0.0	-2.9	2.7	·	-1.6	0.0
Cc1ccc(C)c(NC(=S)NNC(=O)c2cc3c(s2)CCC(C)C3)c1 (centres undefined)	-0.3	0.8	-13.7	0.6	0.9	2.0[fluorescence artefact?]	28.4*	18.9	2.4
c1cc(-c2nnc(-c3ccncc3)o2)ccn1	2.1	-0.5	-8.9	-0.1	-27.5	3.6	0.0197	5.8	1.5
COC(=O)CSc1nnc(CNc2ccc(F)cc2)o1	-13.4	-0.1	6.1	-0.3	4.2	6.6[fluorescence artefact?]	-0.556	16.6	-0.6

14 entries from above, arranged by molecular weight, low to high:
SMILES	Rad51 HR inh	PERK inhibitor	EBV gp42 inh	L929 necroptosis	MDM2 E3 inh	eIF4E 4G PPI	Cl transport mod	m-calpain inh	TNF death inh
Nc1ccc2nc(C3CCCCC3)[nH]c2c1	-2.3	1.1	-23.9	11.5	7.0	6.1	0.883	-29.9	3.5
Cc1ccsc1/C=C(\C#N)C(=O)NCc1ccco1	-2.0	0.1	3.8	1.0	-19.1	-0.4	-0.213	29.9	1.5
CCC(=O)c1ccc(/C=C/c2nc3ccccc3n2C)o1	-4.6	0.8	19.0	0.2	-35.2	-5.0	-1.59	i	-1.6
COC(=O)CSc1nnc(CNc2ccc(F)cc2)o1	-13.4	-0.1	6.1	-0.3	4.2	6.6[fluorescence artefact?]	-0.556	16.6	-0.6
Cc1ccc(-c2cc(N)n(Cc3ccc(Cl)cc3)n2)cc1	-1.3	-0.6	0.2	0.1	-5.3	7.0	-0.0736	-12.5	-15.1
C=CCNC(=O)CN(c1ccc(OC)cc1OC)S(C)(=O)=O	1.7	-0.5	-2.8	-0.5	-2.7	0.1[fluorescence artefact?]	·	-27.4	-0.1
COc1ccc(CNCCNC(=O)c2ccco2)c(OC)c1OC	1.2	-0.8	-11.1	0.1	-14.6	-2.3	0.546	-10.0	-2.3
Cc1ccc2nc(-c3ccccc3)cc(C(=O)NCC3CCCO3)c2c1 (centres undefined)	4.2	-1.9	-1.2	-0.1	-5.5	-3.0	0.046	-71.5	-3.5
NS(=O)(=O)c1cccc(NC(=O)COc2ccc([N+](=O)[O-])cc2)c1	-9.8	0.6	5.5	8.6	-0.3	3.4	0.0136	21.2	0.5
Cc1ccc(C)c(NC(=S)NNC(=O)c2cc3c(s2)CCC(C)C3)c1 (centres undefined)	-0.3	0.8	-13.7	0.6	0.9	2.0[fluorescence artefact?]	28.4*	18.9	2.4
Cc1sc2ncn(CC(=O)Nc3ccccc3F)c(=O)c2c1-c1ccccc1	16.5	-0.1	-2.2	0.2	-0.6	-1.4	-0.071	-4.4	4.0
COCc1cc(CN2CCCC(C(=O)c3cccc(C(F)(F)F)c3)C2)ccc1OC (centres undefined)	-15.6	1.5	-6.3	0.0	-2.9	2.7	·	-1.6	0.0
Cc1ccc(Sc2ccc(NC(=O)c3ccc(S(C)(=O)=O)cc3Cl)cc2)cc1	-1.4	0.5	-16.7	0.3	-11.1	-79.5[fluorescence artefact?]	-0.468	-45.5	-0.8
Cc1ccc(S(=O)(=O)N2CCC(C(=O)N[C@H](C(=O)NC3CCS(=O)(=O)C3)C(C)C)CC2)cc1 (some centres undefined)	·	-0.1	0.0	0.8	-5.8	-14.8	0.662	19.6	-1.0
